EBV LMP1 NFkB – inhibitors of Epstein-Barr LMP1-induced NF-kappaB reporter. LMP1-induced NF-kappaB luciferase reporter cells, luminescence. inhibition, % at 12.5 µM. 350,000 compounds, 0.69% hits. AID 504558; in the data active means inhibition above about 41%;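 further: 0% = neutral control wells and 100% = reference inhibitor control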
SRC2 inh – inhibits human steroid receptor coactivator 2 | Q15596 | HEK293 GAL4-SRC2 luciferase reporter, luminescence | 370,000 compounds, 0.17% hits | inhibition, % at 9 µM;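 active means inhibition above the mean inhibition of all tested compounds plus 3 SD, set per campaign, cut at about 52% in these data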;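 further: 0% = DMSO treated cells and 100% = cells given Gossypol at 36 µM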
NR2F2 inh – blocks human COUP-TFII nuclear receptor | HEK293T NGFI-A luciferase reporter, luminescence | AID 686940 | P24468 | 370,000 compounds, 0.7% hits | inhibition, % at 8.6 µM;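 active means inhibition above a per-plate cutoff, mean inhibition of test wells between control levels plus 3 SD, cut at about 38% in these data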;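 further: cells cotransfected with COUP-TFII expression vector driving the NGFI-A reporter; 0% = median of COUP-TF2 test wells and 100% = reporter-only cells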
MC4R antag cAMP – human MC4R antagonism in cAMP assay. P32245. MC4R-expressing cells, MTII-stimulated cAMP, LANCE TR-FRET. inhibition, % at 6.5 µM. 360,000 compounds, 0.48% hits. AID 540295;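 active means inhibition above its plate's cutoff, the mean of tested wells on that plate plus 3 SD, cut at about 29% in these data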;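 further: 0% = Melanotan II alone and 100% = Melanotan II plus saturating MCL0020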
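System: U2OS cells stably expressing human melanocortin 4 receptor (MC4R). Reagent: Melanotan II challenge after compound preincubation. Doses: 6.5 µM. Times: 30-min compound, 1-h challenge, 1-h detection, room temperature. Measured by: TR-FRET with Eu-cAMP and labeled anti-cAMP, 671 nm. Replicates: singlicate.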
NOD2-RIPK2 inh – blocks binding of human NOD2 to RIPK2; O43353; CHO BLA complementation NOD2-RIPK2, CCF4 ratio; inhibition, % at 4.98 µM; 360,000 compounds, 0.38% hits; in the data active means inhibition above about 21%;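 further: 0% = vehicle only and 100% = reference blocker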
TLR9-MyD88 block – inhibitors of human TLR9-MyD88 binding; inhibition, % at 4.98 µM; 340,000 compounds, 0.21% hits; Q9NR96+Q99836; CHO BLA complementation TLR9-MyD88, CCF4 FRET ratio;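 active means inhibition above the mean over all tested compounds plus 3 SD, cut at about 21% in these data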;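 further: 0% = DMSO only wells and 100% = clavulanate BLA inhibitor control wells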
LRH-1 inv ag – suppresses constitutive activity of human LRH-1. 360,000 compounds, 0.13% hits. inhibition, % at 3.6 µM. HEK293T StAR-luciferase reporter, LRH-1 transfected, 24 h. O00482;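 active means inhibition above the mean inhibition of all tested compounds plus 3 SD, cut at about 73% in these data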;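 further: 0% = DMSO wells and 100% = reporter-only cells lacking LRH-1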
ABHD5-PLIN5 inh – ABHD5-PLIN5 protein interaction inhibition; inhibition, % at 4 µM; 360,000 compounds, 0.78% hits; Q00G26+Q8WTS1; Split G. princeps luciferase complementation, luminescence, 4 h; AID 602281;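 active means inhibition above the mean inhibition across every tested compound plus 3 SD, cut at about 22% in these data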;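 further: 0% = DMSO only wells and the 100% control is not disclosed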
SRC3 inh – human NCOA3 inhibition; Q9Y6Q9; HEK293 GAL4-SRC3 luciferase reporter, luminescence; inhibition, % at 3.6 µM; 360,000 compounds, 0.17% hits;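 active means inhibition above a per-campaign cutoff, the mean of all compounds plus 3 SD, cut at about 60% in these data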;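 further: 0% = DMSO-treated cells and 100% = gossypol-treated cells at 36 µM; higher means less SRC3-driven luciferase light from the GAL4 reporter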
Target sequence (Q9Y6Q9 whole entry, looked up, the tested form may be a part): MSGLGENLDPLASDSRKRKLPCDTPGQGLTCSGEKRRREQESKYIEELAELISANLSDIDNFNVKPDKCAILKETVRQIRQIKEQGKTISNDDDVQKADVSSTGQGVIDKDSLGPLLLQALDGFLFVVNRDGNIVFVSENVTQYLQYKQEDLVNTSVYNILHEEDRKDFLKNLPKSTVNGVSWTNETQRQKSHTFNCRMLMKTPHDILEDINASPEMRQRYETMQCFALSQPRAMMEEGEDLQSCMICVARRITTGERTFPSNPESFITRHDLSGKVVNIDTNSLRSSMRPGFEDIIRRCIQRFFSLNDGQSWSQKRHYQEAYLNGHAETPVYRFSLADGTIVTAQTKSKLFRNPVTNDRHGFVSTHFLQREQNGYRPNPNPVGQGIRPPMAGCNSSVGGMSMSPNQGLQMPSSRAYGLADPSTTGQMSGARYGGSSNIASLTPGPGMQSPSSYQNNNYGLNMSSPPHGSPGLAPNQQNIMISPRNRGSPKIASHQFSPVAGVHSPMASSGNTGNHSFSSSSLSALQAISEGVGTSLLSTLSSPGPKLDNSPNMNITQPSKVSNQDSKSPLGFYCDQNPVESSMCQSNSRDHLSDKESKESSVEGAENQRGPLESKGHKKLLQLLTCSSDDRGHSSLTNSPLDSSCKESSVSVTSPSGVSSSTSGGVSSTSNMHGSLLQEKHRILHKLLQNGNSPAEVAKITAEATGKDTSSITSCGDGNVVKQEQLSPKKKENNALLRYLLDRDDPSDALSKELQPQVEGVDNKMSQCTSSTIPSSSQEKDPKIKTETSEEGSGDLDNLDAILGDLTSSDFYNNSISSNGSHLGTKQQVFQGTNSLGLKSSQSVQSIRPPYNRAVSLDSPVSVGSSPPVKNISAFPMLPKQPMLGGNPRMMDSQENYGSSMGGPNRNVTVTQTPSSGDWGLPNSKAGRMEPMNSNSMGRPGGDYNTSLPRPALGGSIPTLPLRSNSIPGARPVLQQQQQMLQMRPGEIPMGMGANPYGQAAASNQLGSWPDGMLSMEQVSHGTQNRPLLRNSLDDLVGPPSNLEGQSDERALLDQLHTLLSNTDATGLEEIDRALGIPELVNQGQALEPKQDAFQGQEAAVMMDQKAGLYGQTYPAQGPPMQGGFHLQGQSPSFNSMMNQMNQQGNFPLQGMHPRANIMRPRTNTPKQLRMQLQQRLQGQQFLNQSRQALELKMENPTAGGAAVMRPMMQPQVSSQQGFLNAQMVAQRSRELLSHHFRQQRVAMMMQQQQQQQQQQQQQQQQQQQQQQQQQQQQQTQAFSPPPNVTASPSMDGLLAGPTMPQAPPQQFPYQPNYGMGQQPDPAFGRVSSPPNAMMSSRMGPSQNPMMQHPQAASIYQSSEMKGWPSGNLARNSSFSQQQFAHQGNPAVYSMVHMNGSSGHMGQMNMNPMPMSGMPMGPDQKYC
SRC1 inh – inhibits human SRC1 coactivator. 360,000 compounds, 0.12% hits. Q15788. inhibition, % at 3.6 µM. HEK293 GAL4-SRC1 luciferase reporter, luminescence;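 active means inhibition above the campaign mean plus 3 SD, with each screening campaign given its own cutoff, cut at about 60% in these data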;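 further: 0% = DMSO treated cells and 100% = gossypol at 36 µM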
MC4R ag barr – human MC4R agonism via beta-arrestin; AID 540308; P32245; activation, % at 8.9 µM; 360,000 compounds, 0.98% hits; U2OS MC4R beta-arrestin complementation, luminescence; percent of melanotan II response, DMSO zero;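 active means activation above a per-plate cutoff, the mean activation of sample wells on that plate plus 3 SD, cut at about 8% in these data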
Numbers without * were called inactive; . = not tested or not shown. Not all compounds are listed; count on the stated rates, not on these rows.

SMILES	EBV LMP1 NFkB	SRC2 inh	NR2F2 inh	MC4R antag cAMP	NOD2-RIPK2 inh	TLR9-MyD88 block	LRH-1 inv ag	ABHD5-PLIN5 inh	SRC3 inh	SRC1 inh	MC4R ag barr
CNC(=O)N(O)C1N(c2ccccc2)C(=S)SC1(C)C (configuration not stated)	5.8	-3.3	4.5	-4.5	-6.3	-10.0	3.0	8.9	15.0	4.0	0.9
O=C(CN1C(=O)S/C(=C\C=C\c2ccccc2)C1=O)N1CCOCC1	.	-14.6	-1.8	-12.6	0.5	.	-23.8	4.3	-33.7	-0.2	-0.2
Cc1ccc([C@H]2N[C@]3(CCCN(Cc4ccc(Br)cc4)C3=O)[C@H]3C(=O)N(C)C(=O)[C@@H]23)cc1	-1.2	15.9	-8.6	25.2	-0.1	1.5	-8.4	-17.5	3.4	-4.1	-1.3
COCCCN1C(=O)C(CC(=O)NCC2CCCCC2)CC(C(=O)N(C)C)=C1C (configuration not stated)	-5.4	-6.5	-9.4	5.2	1.2	-9.6	-4.3	4.3	2.3	-5.7	0.8
COc1ccc(C(=O)N2CCC(C)(C(=O)NS(=O)(=O)C3CC3)C2)cc1F (configuration not stated)	.	-2.7	-1.2	0.3	-4.9	.	8.1	-0.5	-7.8	-7.1	0.3
COCCCNC(=S)N(Cc1ccccc1)Cc1nc2ccccc2c(=O)[nH]1	6.8	11.6	3.9	-4.0	-12.7	10.5	3.4	-0.5	6.5	-7.0	-0.7
Cn1c(-c2ccccc2O)cc2ccccc21	-18.9	11.9	-19.5	-0.6	-3.2	7.4	-3.1	-3.6	-6.1	-10.0	0.4
CC(C)c1ccc(CNCc2ccccc2)cc1	-3.5	8.7	-7.4	-9.4	-0.6	-0.6	6.9	5.1	-1.2	-1.0	-0.2
Cc1ccc(S(=O)(=O)Nc2c(C)n(C)n(-c3ccccc3)c2=O)cc1C(=O)NCc1ccco1	-1.8	1.8	4.7	7.3	-3.8	-3.9	14.3	3.9	15.6	1.5	0.3
Cc1ccc(NC(=O)CN(C)S(=O)(=O)c2cccs2)c(Br)c1	-0.5	-7.0	-16.8	8.8	-4.2	-2.9	-54.5	-14.8	-45.1	-41.9	3.4
O=C(CN1C(=O)c2ccccc2S1(=O)=O)NCc1cccnc1	13.2	-14.6	12.6	3.5	0.6	0.6	-2.7	1.4	13.3	0.9	-0.1
Cc1c(Cl)cccc1NC(=O)Cc1cccs1	-2.3	-68.6	-35.3	9.1	-5.2	-2.8	8.7	1.0	-22.8	3.8	-0.8
COC(=O)c1sccc1NC(=O)C1CC(C)=C(C)CC1C(=O)O (configuration not stated)	-12.6	-1.0	-4.7	-2.6	-6.9	-1.1	9.9	5.2	-8.4	5.5	-2.9
CCOC(=O)N1CCN(C(=O)CCc2c(C)nc3nc(C)nn3c2C)CC1	-0.6	-19.6	7.2	0.1	-11.8	0.2	-18.5	1.1	10.7	3.3	1.1
CCC1CCCCN1C(=O)CSc1nnc(-c2ccc(Cl)cc2)o1 (configuration not stated)	-7.5	-24.1	-8.8	2.8	-7.4	-8.1	4.1	-1.8	3.6	0.3	-0.3
CCOc1ccc(C(=O)NCC(=O)OCC(=O)Nc2ccc(C)c(S(=O)(=O)N(C)C)c2)cc1	6.2	-6.1	5.2	-2.0	-6.0	-2.9	7.0	0.0	5.2	-3.4	3.2
COCCn1c(SCC(=O)Nc2ncc(Cl)c(C)c2Cl)nc2ccccc21	0.2	-2.2	3.6	3.3	2.1	-11.6	-6.1	-2.9	-4.3	-0.6	-0.6
S=c1[nH]nc2n1CCCN2	-0.6	16.2	-1.9	1.9	-14.8	3.5	7.7	0.0	14.8	6.6	-1.0
O=C(O)CC/C(=N/NC(=O)CNC(=O)C(c1ccccc1)c1ccccc1)c1ccccc1	-8.4	-15.1	13.7	6.6	-6.8	5.3	-5.4	-1.5	-2.3	2.1	0.4
CCc1c(C)sc(NC(=O)c2ccc(Br)o2)c1C(=O)OC	2.3	-14.1	-9.5	3.5	-6.9	6.4	18.4	-1.9	0.0	7.2	0.5
COc1ccc2[nH]c(O)c(N=NC(=N)N)c2c1	19.1	-7.0	-10.7	-17.6	-7.1	0.8	18.9	-1.4	-1.2	0.3	-1.3
O=C(COc1ccccc1Cl)NCCCNC(=O)c1ccncc1	-15.4	-10.4	-2.4	5.9	-5.8	-2.9	-11.9	2.6	3.5	5.3	-1.2
CCc1ccc[n+](-c2[nH]c(=O)sc2/C=N/N=C(\N)[O-])c1	-12.1	2.1	-0.5	-4.4	-6.0	4.0	15.0	0.4	2.7	3.5	-1.7
COc1cccc(NC(=O)CCC(=O)Nc2cccc(OC)c2)c1	-6.8	-19.5	-25.4	18.9	6.6	9.7	9.6	-4.1	10.9	-0.1	-1.5
Cc1cccc(NC(=O)/C=C/c2ccc([N+](=O)[O-])s2)c1	88.0*	-7.9	-10.9	-3.1	14.9	11.7	23.9	1.9	23.4	-135.3	-1.6
CCN(C(=O)COC(=O)/C(C#N)=C/c1ccc(OC)cc1)C1CCS(=O)(=O)C1 (configuration not stated)	1.6	-25.0	-20.6	-0.3	-6.5	-3.3	12.6	-10.2	11.2	3.7	-5.3
CCC(C)Nc1nc(OC)nc(N(C)C#N)n1 (configuration not stated)	0.3	-29.6	-23.8	0.7	4.1	-10.4	23.6	-3.9	-35.3	11.8	0.9
CCN1CCN(CC(=O)c2ccc(OC)cc2)CC1	7.3	-9.9	-6.3	0.3	-7.6	1.6	-12.0	3.9	9.5	-14.9	-1.3
COc1ccc2[nH]cc(CCn3ccc(O)c(C/C=C/c4ccccc4)c3=O)c2c1	-4.5	5.7	8.4	10.1	-3.7	2.8	-13.5	5.1	-2.1	-1.1	-1.4
C/C(N)=C(/C#N)C(=O)COC(=O)c1cccc(O)c1	4.8	-29.7	3.4	8.0	-3.9	-7.8	-22.3	6.1	-10.6	0.4	-1.4
Cc1ccc([C@@H]2C[C@H]3[C@@H](CN2S(=O)(=O)c2ccc(C)cc2)C(=O)C[C@@H](c2ccc(Cl)cc2)N3S(=O)(=O)c2ccc(C)cc2)cc1	1.5	0.3	10.5	-2.4	-11.1	-2.3	-7.9	-3.6	-0.2	11.3	-0.6
CCOc1ccc(OCc2ccc(C(=O)NN)o2)cc1	-34.3	-49.7	-42.7	5.6	-1.9	11.6	-61.6	-1.7	-60.9	-100.0	0.8
CCOc1cccc(-c2nc3cc(C)ccc3o2)c1	-35.2	-31.7	-40.6	-0.9	2.0	3.3	-64.7	7.1	-90.5	-107.7	-0.6
COc1ccc(OC)c(C(=O)CSc2nnc(-c3cccs3)n2C)c1	-2.3	-15.3	7.5	-2.9	-7.6	3.2	14.4	-2.2	-0.6	-0.3	0.0
CCC(CC)C(=O)NN(C(=O)c1ccncc1)C1CC(=O)N(c2ccccc2)C1=O (configuration not stated)	1.0	-12.6	-17.1	7.4	-2.1	-9.4	-1.9	-3.3	-1.2	-6.2	-1.9
COc1cccc(NC(=O)N[C@@H](Cc2ccccc2)C(=O)O)c1	3.9	-8.7	-6.4	-6.7	-0.6	4.9	-6.4	6.3	1.3	-12.8	-1.2
CN(C)S(=O)(=O)c1cccc(C(=O)c2nccn2C)c1	2.7	-9.0	6.6	1.7	3.4	2.0	5.5	-6.5	9.8	1.8	-2.6
S=c1[nH]nc(COc2ccccc2)n1/N=C/C=C/c1ccccc1	-7.2	2.1	11.8	4.7	-10.3	-5.4	-3.6	-5.9	5.7	-5.1	-2.4
CCOC(=O)c1nnn(-c2nonc2N)c1COc1c(C=O)cccc1OC	5.4	-24.6	8.7	0.5	6.4	0.8	14.9	-2.6	11.5	2.4	-1.9
O=S(=O)(Nc1ccc(-c2csc(-c3ccccc3)n2)cc1)c1ccc(F)cc1	-3.3	4.2	0.5	5.2	6.7	5.4	7.2	-13.7	7.8	4.7	3.9
CCn1c(NC(C)=O)c(-c2ccccc2Cl)c(=O)c2ccccc21	0.3	8.8	2.7	16.4	14.5	-9.7	-1.1	-8.7	1.8	13.8	-1.6
O=C(Nc1ccc(F)cc1)N1CCN(C/C=C/c2ccccc2)CC1	5.9	-18.6	-8.0	13.5	0.9	-0.3	13.3	-1.9	13.7	0.2	0.8
CCCC[n+]1c(-c2ccc(Cl)cc2Cl)csc1Nc1ccccc1	3.3	-41.3	9.0	17.7	-3.0	-3.4	6.7	-22.9	6.2	-37.8	-1.6
COc1ccc(-c2nc(N)nc(C(F)(F)F)c2-c2csc(C)n2)c(O)c1	-1.4	8.2	-3.2	-1.1	-3.8	-10.2	15.1	2.6	13.8	3.6	-1.4
CCOCCC(=O)Nc1ccc2c(c1)c(=O)n(C)n2-c1ccccc1F	.	-4.7	-3.7	-0.9	-0.9	.	0.9	1.5	1.4	-13.8	-0.1
COc1ccc(N2CC(C(=O)Nc3nnc(SCC(=O)Nc4ccc(NC(C)=O)cc4)s3)CC2=O)cc1 (configuration not stated)	9.8	12.9	-26.8	-0.4	6.0	-4.5	24.7	3.2	-6.3	10.3	2.4
Cc1ccc(NC(=O)CSc2nnc(CNC(=O)c3ccco3)o2)cc1	-2.2	-10.1	0.8	26.1	-3.5	-7.8	-18.0	1.1	14.7	10.1	2.8
O=C(C1=NN[C@@H]2C(=O)N(c3cccc(C(F)(F)F)c3)C(=O)[C@H]12)c1ccc2ccccc2n1	7.0	59.3*	24.5	3.2	-1.2	9.2	1.7	0.4	4.0	-3.8	2.8
Cc1nnc(SCC(=O)Nc2ccc3c(c2)OCO3)o1	-9.2	-36.7	8.2	2.3	3.3	6.5	7.0	-2.1	-16.3	-59.2	1.9
CCOC(=O)c1c(C)nc2c3ccccc3ccn12	-28.8	-38.4	-39.1	-2.1	-5.5	-7.5	-134.4	-0.1	-99.3	-124.6	-2.0
COc1cccc(-c2nc(CS(=O)CC(=O)NCCc3ccccc3)c(C)o2)c1 (configuration not stated)	0.0	-12.2	0.2	15.1	-5.5	-6.1	3.7	10.3	-13.6	0.4	0.8
CCOC(=O)N1CCN(C(=O)c2ccc(SC)cc2OC)CC1	3.6	-18.5	-5.3	2.1	2.7	9.1	7.0	0.1	7.9	-3.4	0.0
CC(C)COC(=O)/C(C#N)=C/c1cn(Cc2ccccc2)c2ccccc12	-4.5	-24.1	6.9	-0.3	-14.2	-7.8	12.0	0.0	9.8	9.8	-0.2
CCN(CC)P(=O)(C(NC(=O)OC)C(F)(F)C(F)(F)C(F)(F)C(F)F)N(CC)CC (configuration not stated)	0.7	9.9	98.4*	-1.6	0.8	0.3	20.0	5.5	-4.2	-6.2	-0.4
Cc1ccc2cc(CN(CCN3CCCC3)C(=O)Nc3ccc(F)cc3)c(=O)[nH]c2c1C	-7.8	-4.7	-3.5	3.9	-7.2	-7.9	-1.8	-0.5	13.2	-9.4	-0.7
